# High-throughput results deposited in PubChem by National Center for Advancing Translational Sciences (NCATS).
# Tau fibril ThT = inhibitors of human tau fibril formation, thioflavin T binding; P10636; recombinant tau K18 P301L (four-repeat tau fragment), heparin-induced fibrillization, ThT fluorescence; Potency, µM (highest dose often 57.4 µM), without a hit: top-dose activity, negative = inhibition, actives largely listed as inhibitors; hit rate 2.1% among 270,000; AID 1460; note: nearly all actives have a fitted effect of over 55% in size
# Target sequence (P10636 561-689 P618L limits assumed): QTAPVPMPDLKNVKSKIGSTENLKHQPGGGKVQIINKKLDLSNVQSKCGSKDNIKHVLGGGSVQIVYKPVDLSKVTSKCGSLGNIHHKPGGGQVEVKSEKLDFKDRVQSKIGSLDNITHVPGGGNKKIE
#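 Tau K18 P301L fragment (15 uM unlabeled plus 0.24 uM Alexa 594-labeled) in 100 mM sodium acetate pH 7 with compound, fibrillization induced by 20 uM heparin for 6 hr at 37 C. Thioflavin T (30 uM) added, fluorescence read after 1 hr (ex 450, em 510 nm).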
# RECQ1 inh = blocks DNA unwinding by human RECQ1; hit rate 0.54% among 240,000; RECQ1 DNA unwinding, red fluorescence kinetic read; AID 2549; Potency, µM (titrated, usually from 57.3 µM), inactives show top-dose activity, negative = inhibition, usual class: inhibitors; P46063;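 note: plate controls were vehicle for no effect and no enzyme for full effect; nearly all actives have a fitted effect of over 30% in size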
#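 RECQ1T1 50 nM; forked duplex (20 bp + 30-nt ss tails) 200 nM, ATP 2 mM final; pH 8.0, 2 mM MgCl2, 2.5 ug/ml poly(dI-dC); 15 min compound preincubation; discontinuous kinetic read over 2 h at RT.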
# TexasRed fluor = alters Texas Red total fluorescence, flagging assay interference; TRb/SRC2 Texas Red total fluorescence interference; Potency, µM (top dose mostly 106 µM), for inactives: at the highest dose fluorescence change, negative = quenching; hit rate 0.29% among 280,000; active = well fitted curve in either direction with a large enough effect; inconclusive = small, poorly fitted or top-dose-only effect
#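 Flags fluorescent or light-absorbing compounds by total fluorescence, S + 2P, at 555 nm excitation and 632 nm emission. Mixture: 20 nM Texas Red SRC2 peptide, 0.6 uM human TRb LBD, 1 uM T3, 5% DMSO; compound exposure 5 h at ambient temperature.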
# Tau fibril FP = inhibitors of human tau fibril formation. K18 P301L tau heparin fibrillization, Alexa594 FP, 6 h. Potency, µM (highest dose often 57.7 µM), for the others: at the top dose activity, negative = inhibition, hits mostly inhibitors. hit rate 0.39% among 280,000. AID 1468; note: nearly all actives have a fitted effect of over 55% in size
#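 FP of Alexa 594-tau after heparin (20 uM) induction. Substrate: human K18 P301L, 15 uM unlabeled, 0.24 uM labeled. Buffer 100 mM sodium acetate pH 7. 6 hr, 37 C.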
# GoLoco inh red = RGS12 GoLoco-Gai1 interaction inhibition. Gai1:RGS12 GoLoco peptide FP, rhodamine, 10 min. P63096. AID 880. hit rate 0.44% among 230,000. Potency, µM (doses to about 61.6 µM), for the others: at the highest dose activity, negative = inhibition, most hits filed as inhibitors; active = well fitted inhibition curve with a large enough effect, not every such curve was filed as active; inactive = no such curve, though single readings can be large or run the other way; note: nearly all actives have a fitted effect of over 30% in size; many of its hits are not listed in these tables
# L3MBTL1 inh = L3MBTL1 (human) inhibition; Q9Y468; AlphaScreen L3MBTL1–H3K9me1 peptide binding; Potency, µM (highest dose often 57.1 µM), without a hit: at the highest dose activity, negative = inhibition, hits mostly inhibitors; hit rate 0.66% among 230,000; AID 485360; note: nearly all actives have a fitted effect of over 60% in size
#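 Displacement of a biotinylated histone H3(1-15) peptide monomethylated at Lys9 (75 nM) from L3MBTL1 (50 nM) was measured by AlphaScreen after a 30 min room-temperature compound incubation; cefsulodin titration served as intraplate control.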
# KDM4E inh = blocks human JMJD2E demethylase activity. JMJD2E catalytic domain, FDH-coupled NADH fluorescence (FDH is formaldehyde dehydrogenase). Potency, µM (highest dose often 57.1 µM), without a hit: top-dose activity change, negative = inhibition, actives largely listed as inhibitors. hit rate 1.6% among 230,000. AID 2147; active = well fitted inhibition curve with a large enough effect, not every such curve was filed as active; inconclusive = small, poorly fitted or top-dose-only effect, or another doubt; inactive = no such curve, though single readings can be large or run the other way;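 note: 0% = wells with enzyme and -100% = buffer wells without enzyme; nearly all actives have a fitted effect of over 50% in size; many of its hits are not listed in these tables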
# Target sequence (B2RXH2 1-337 limits assumed): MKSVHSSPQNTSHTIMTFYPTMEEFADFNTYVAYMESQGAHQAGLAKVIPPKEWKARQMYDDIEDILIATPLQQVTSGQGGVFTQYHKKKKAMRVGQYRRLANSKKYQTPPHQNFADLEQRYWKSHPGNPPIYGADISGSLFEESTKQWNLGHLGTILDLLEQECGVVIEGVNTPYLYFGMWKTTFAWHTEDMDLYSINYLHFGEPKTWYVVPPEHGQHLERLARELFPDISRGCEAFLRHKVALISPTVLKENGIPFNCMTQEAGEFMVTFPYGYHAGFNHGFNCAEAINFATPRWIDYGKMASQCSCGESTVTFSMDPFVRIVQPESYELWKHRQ
# TRb-SRC2 inh = inhibitors of human thyroid hormone receptor beta-SRC2 interaction | Potency, µM (titrated, usually from 106 µM), for inactives: top-dose activity change, negative = inhibition, most hits filed as inhibitors | TRbeta-SRC2 peptide binding, fluorescence polarization; receptor liganded with 1 µM T3 | hit rate 0.065% among 280,000 | P10828 | AID 1469;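 note: plate controls were bound peptide for no effect and peptide without receptor for full effect; nearly all actives have a fitted effect of over 50% in size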
# Target sequence (P10828 whole entry, looked up): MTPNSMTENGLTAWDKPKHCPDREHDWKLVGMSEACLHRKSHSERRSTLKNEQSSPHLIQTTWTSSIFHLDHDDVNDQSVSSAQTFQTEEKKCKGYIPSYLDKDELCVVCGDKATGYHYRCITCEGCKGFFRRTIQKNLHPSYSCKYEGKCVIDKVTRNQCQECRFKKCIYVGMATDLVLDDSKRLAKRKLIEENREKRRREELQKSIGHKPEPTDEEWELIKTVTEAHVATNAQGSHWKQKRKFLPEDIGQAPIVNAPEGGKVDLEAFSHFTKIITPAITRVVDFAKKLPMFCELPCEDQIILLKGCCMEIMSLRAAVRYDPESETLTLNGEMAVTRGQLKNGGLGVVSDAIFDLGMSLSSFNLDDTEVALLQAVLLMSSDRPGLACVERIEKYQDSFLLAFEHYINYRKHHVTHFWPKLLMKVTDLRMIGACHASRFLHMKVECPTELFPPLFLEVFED
#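 Fluorescence polarization of 20 nM Texas Red SRC2 peptide with 0.6 uM human TRb ligand-binding domain, in Tris buffer with 1uM T3 and 5% DMSO. Incubated 5 hr ambient; normalized to unbound and bound controls.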
# The depositor's hits bear a star; i = inactive; u = inconclusive; x = no result given; [ ] = dose if it differs, or a comment. Unless noted, calls come from the whole dose curve; as a rule, active = well fitted curve in the direction sought with a large enough effect; inconclusive = small, poorly fitted or top-dose-only effect, or another doubt; inactive = no such curve, though single readings can be large; an effect the other way counts as inactive or inconclusive. Unless noted, % is set by controls: 0 for no effect and ±100 for the full control effect; potency is the fitted concentration of half-maximal effect. Not all compounds are listed, so the mix of outcomes need not match the whole.
Molecule | Tau fibril ThT | RECQ1 inh | TexasRed fluor | Tau fibril FP | GoLoco inh red | L3MBTL1 inh | KDM4E inh | TRb-SRC2 inh
Cc1cc(Cl)ccc1NC(=O)CSc1nnc(-c2ccncc2)n1Cc1ccco1 | u | i | 1% | 18% | -5% | 16% | u | -21%
COc1cc(/C=N/NC(=O)CSc2ccccn2)ccc1O | -7% | 1% | 0% | -9% | 3% | -3% | 0% | 2%
COc1ccc(OCC(O)COc2ccc(C(=O)O)cc2)cc1 (stereo unspecified) | -9% | 0% | -1% | 3% | 1% | 3% | 3% | 3%
O=C(COC(=O)c1ccccn1)Nc1nccs1 | 1% | 17% | -1% | -6% | 8% | 0% | -6% | 5%
O=c1cc(O)c2c(=O)[nH]c(=O)n(-c3ccccc3)c2[nH]1 | -19% | i | 1% | -8% | 2% | 9% | -1% | 2%
CN1CCN(NC(=O)c2ccc(Br)s2)CC1 | x | -16% | -1% | -11% | 3% | x | 1% | 3%
O=C(Nc1nc2n(n1)C(c1ccccc1)CC(c1ccc(Cl)cc1)N2)c1ccco1 (stereo unspecified) | -4% | -15% | -3% | 5% | 4% | -5% | u | 6%
CC(=O)N(Cc1ccco1)Cc1cc2cccc(C)c2n2nnnc12 | -11% | i | 1% | 0% | -12% | 6% | 7% | 1%
COc1ccc(C(=O)Nc2ccc(OCC(F)(F)C(F)F)c(C(F)(F)F)c2)cc1OC | 1% | i | -6% | 22µM* | -10% | 8% | u | -3%
CCOC(=O)C1=NN(C(=O)Cc2ccccc2)C(O)(c2ccc(Cl)cc2)C1 (stereo unspecified) | 6% | -1% | -2% | u | -7% | -8% | 4% | 1%
CCC(=O)Nc1ccc(Cl)c(NC(=O)c2c(OC)cccc2OC)c1 | 1% | i | -1% | -9% | -36% | 6% | 5% | -6%
O=C(CN(Cc1ccco1)C(=O)CCC(=O)Nc1nccs1)NCc1ccccc1 | -5% | 0% | 0% | -2% | 5% | -1% | 5% | -3%
COc1cc(/C=C2\SC(=S)N(C(C(=O)O)c3ccccc3)C2=O)ccc1O (stereo unspecified) | 7.1µM* | 22µM* | 16% | -7% | 247%[activator] | 0% | -5% | u
COc1cccc(/C=N/NC(=O)CNC(=O)c2ccc3c(c2)OCCO3)c1O | u | -5% | 0% | 0% | 3% | 13% | -3% | 0%
Cc1ccc(NC(=O)COC(=O)CC2CCCC2)cc1Cl | -3% | -15% | -1% | -11% | 10% | 95%[activator] | -2% | -1%
COc1ccc(OCC(=O)N2CCN(C(=O)c3ccc([N+](=O)[O-])cc3)CC2)cc1 | 7% | i | 0%[53 µM] | -5% | -7% | 4% | 6% | 12%[53 µM]
C=CC(=O)NCC1OCCc2ccccc21 (stereo unspecified) | -13% | i | -1% | 3% | 9% | 8% | 0% | 4%
CCCCCC(=O)Nc1nc(C)c(-c2csc(Nc3ccccc3OCC)n2)s1 | u | 2% | 1% | 10% | 32%[activator] | 0% | 1% | 7%
COC(=O)c1c(SC)nc2ccccc2c1OCc1ccc(Cl)cc1 | u | x | -1% | u | x | x | x | 3%
CN1C(=O)/C(=C/c2ccccc2OCc2ccccc2)NC1=S | -13% | 3% | -3% | u | -2% | -8% | -4% | 1%
Cc1cccc(CC(=O)NCCn2c(C)cc3ccccc32)c1 | 12% | 0% | -2% | 1% | -14% | -14% | -10% | 14%
COCCCNC(=O)CCCn1c(=O)c2ccccc2n(CC(=O)Nc2c(C)cc(C)cc2C)c1=O | -15% | -6% | -11% | -3% | 5% | 27% | -1% | -6%
Cc1ccccc1Cn1c2ccccc2c2cnn(CC(=O)N3CCC(C)CC3)c(=O)c21 | -13% | x | -3% | -2% | x | x | x | 2%
Cc1ccc(C(=O)OCC(=O)Nc2ccccc2Sc2ccccc2)cc1C | -14% | -11% | 0% | -3% | -19% | 54%[activator] | 13% | -9%
Nc1nc(SCC(=O)NNc2c(Cl)cc(Cl)cc2Cl)n[nH]1 | -2% | -1% | 0% | -2% | -2% | 0% | -7% | -5%
COc1ccc([N+](=O)[O-])cc1NC(=O)C(C)OC(=O)c1cccnc1Cl (stereo unspecified) | 6% | 24% | 2% | -3% | -13% | -13% | 4% | 2%
CCOC(=O)c1sc(NC(=O)C(C)C)c(C#N)c1C | -2% | 4% | -2% | -4%[2.34 µM] | 14% | 8% | 5% | -4%
CC1(C)NC(=O)N(CC(=O)O)C1=O | 5% | -1% | 1% | 3% | 20% | x | 9% | 16%
O=C(N/N=C/c1cc([N+](=O)[O-])ccc1O)c1cc(-c2ccccc2)nc2ccccc12 | u | -6% | u | 11% | 4% | u | -7% | -4%
O=C1CC(=O)N(CCc2ccc(F)cc2)C(=O)N1 | u | -10% | -1% | -14% | 19% | 0% | -12% | -11%
CCOc1ccc(C(=O)Nc2ccc(-c3nc4ccccc4[nH]3)cc2)cc1[N+](=O)[O-] | u | 7.9µM* | 0% | -17% | 6% | -5% | -2% | 6%
CCn1cnc2cc([N+](=O)[O-])ccc21 | -15% | i | -4% | 1% | 12% | -1% | 7% | -3%
Cc1c(C(=O)NC(C)C)oc2c1-c1[nH]ncc1CC2 | u | -6% | -6% | 0% | 4% | 7% | u | -1%
CCOC(=O)c1nnn(CC(=O)NC(=O)Nc2ccccc2F)c1C(=O)OCC | -5% | x | -2% | -12% | x | x | x | 3%
CCCCNc1nc2c(S(=O)(=O)c3ccc(C)cc3)nnn2c2ccsc12 | 6% | x | -2% | -4% | x | x | x | 5%
Nc1nc(NC(=O)/C=C/c2ccc(F)cc2)nn1-c1ccccc1 | -2% | -13% | -1% | 6% | 1% | -13% | 3% | -1%
CCOc1ccc(NC(=O)Nc2cc(C)ccc2F)cc1 | -22% | -6% | 3% | 3% | 6% | x | -12% | -4%
COc1ccc(C(=O)NCC(c2ccc(N(C)C)cc2)N2CCCC2)c(OC)c1 (stereo unspecified) | -3% | x | 0% | 4% | x | x | x | -1%
O=C(NCCc1ccccc1)c1cc(-c2ccc(Cl)c(Cl)c2)on1 | -3% | x | 1% | -4% | x | x | x | -2%
CC(c1ccco1)N(C(=O)C12CC3CC(CC(C)(C3)C1)C2)c1ccccn1 (stereo unspecified) | -3% | i | -10% | -10% | 8% | 2% | -4% | 4%
COC(=O)COc1ccc(C(=O)OC)cc1 | -13% | -6% | 0% | -5% | 7% | 9% | 9% | -1%
O=C(c1ccccc1Br)N1CCn2c1nc1ccccc12 | 6% | i | -1% | 0% | 6% | 9% | 7% | 3%
O=C(CSc1nc2ccccc2c(=O)n1Cc1ccco1)NCCN1C(=O)CSC1=O | -12% | i | -3% | -11% | 60%[activator] | 12% | 2% | -1%
CCOC(=O)c1ccccc1NC(=O)c1sc2ncn(CC)c(=O)c2c1C | 6% | x | 3% | -1% | x | x | x | 1%
CC(=NCCCNC1CCCCC1)C1=C(O)CC(C)(C)CC1=O | -5% | 0% | 2% | -2% | 1% | x | 6% | 10%
COc1ccccc1-n1c(CNC(=O)COc2ccccc2)n[nH]c1=S | -8% | -15% | 0% | -3% | 10% | x | -8% | -1%
CC(=O)N(C(C)=O)c1nc2nc(C)cc(C)n2n1 | 7% | 17% | -2% | 4% | -10% | -8% | 5% | 2%
O=C(NCc1ccccc1C(F)(F)F)C1CC(c2cccc(F)c2)=NO1 (stereo unspecified) | 5% | i | 0% | 4% | -2% | x | 4% | 0%
CCc1c(-c2ccccc2)nc2sc3c(c2c1N)CCCC3 | -4% | -6% | 1% | 6% | -5% | -9% | u | -4%
CCOc1ccc(S(=O)(=O)Nc2ccccc2C(=O)NCc2ccco2)cc1 | 2% | i | -4% | -10% | 0% | 16% | u | -5%

# Remaining list, next part.
Molecule | Tau fibril ThT | RECQ1 inh | TexasRed fluor | Tau fibril FP | GoLoco inh red | L3MBTL1 inh | KDM4E inh | TRb-SRC2 inh
COc1ccc(-c2nc(CSCC(=O)N3CCc4ccccc4C3)c(C)o2)cc1OC | u | -11% | 1% | -19% | 7% | -6% | u | -9%
COc1ccc(NC(=O)Cn2c(=O)n(Cc3nc(-c4ccccc4)no3)c(=O)c3ccccc32)cc1Cl | u | x | -3% | u | x | x | x | 3%
Cc1ccc2nc3c(cc2c1)c(NC(=O)c1ccco1)nn3CC(C)C | -12% | u | -2% | -5% | 4% | 14% | u | 4%
CCOC(=O)c1cc2ccccc2n1CCN(CC)CC | -9% | -3% | -1% | 2% | 14% | x | u | -9%
O=S(=O)(c1cccc(F)c1)N1CCCN(c2ccc(C(F)(F)F)cn2)CC1 | 5% | -12% | -1% | 3% | 2% | 17% | -23% | 1%
O=C(OCn1nnc2ccccc2c1=O)C1=COCCO1 | -2% | -13% | -2% | -8% | 0% | 0% | -1% | -8%
COc1ccc(NC(=O)C2CCCN2C(=O)OC(C)(C)C)cc1 (stereo unspecified) | -8% | -5% | -2% | 6% | -2% | 4% | -16% | 9%
CCOC(=O)c1c(-c2ccc(OC)c(OC)c2)csc1NC(=O)c1ccc(C)cc1 | -6% | x | 2% | u | x | x | x | -4%
N#CCSc1nccc(-c2cc(Cl)sc2Cl)n1 | -2% | -7% | -2% | -11% | 5% | x | u | -2%
CCCCN(C)C(=O)c1sc2ncn(CC)c(=O)c2c1C | 5% | -3% | -1% | 4% | 3% | x | 0% | -9%
Cc1ccc(-n2nnnc2-c2cnc(-c3cccnc3)nc2C(F)(F)F)cc1 | -8% | i | 0% | -1% | -2% | x | -2% | 0%
O=C(Cn1nc2n(c1=O)-c1ccccc1SC2)N/N=C/c1ccncc1 | x | -3% | -3% | 0% | 9% | x | 10% | 5%
CCC(C)NC(=O)C(CCSC)NC(=O)c1ccccc1 (stereo unspecified) | -6% | -10% | -2% | -2% | 11% | x | -4% | -1%

# Sorted by SMILES length (highest first): some entries from above
Molecule | Tau fibril ThT | RECQ1 inh | TexasRed fluor | Tau fibril FP | GoLoco inh red | L3MBTL1 inh | KDM4E inh | TRb-SRC2 inh
CCOC(=O)c1c(-c2ccc(OC)c(OC)c2)csc1NC(=O)c1ccc(C)cc1 | -6% | x | 2% | u | x | x | x | -4%
Cc1ccc(-n2nnnc2-c2cnc(-c3cccnc3)nc2C(F)(F)F)cc1 | -8% | i | 0% | -1% | -2% | x | -2% | 0%
CCOC(=O)c1cc2ccccc2n1CCN(CC)CC | -9% | -3% | -1% | 2% | 14% | x | u | -9%
